D1 antag: blocks dopamine activation of the human D1 receptor | activity change, negative = inhibition, % at 10 µM | HEK293 TREx D1 cells, calcium flux, dopamine EC80; active compounds read low | actives 3.2% (n = 360,000); in the data active = activity change below about -30%; also: % is scaled to controls: 0 for no effect and ±100 for the full control effect
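Tetracycline-induced HEK293 Trex D1 cells, force-coupled to calcium, dye-loaded; compounds added and read 180 s, then EC80 dopamine added and calcium flux tracked kinetically another 180 s.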
D2 antagonist: antagonizes the human D2 dopamine receptor; inhibition, % at 10 µM; P14416; HEK293 TREx D2 cells, calcium flux, dopamine EC80; actives 2% (n = 340,000); in the data active = inhibition above about 30%; also: 0% is about no effect
Target sequence (P14416 whole entry, looked up): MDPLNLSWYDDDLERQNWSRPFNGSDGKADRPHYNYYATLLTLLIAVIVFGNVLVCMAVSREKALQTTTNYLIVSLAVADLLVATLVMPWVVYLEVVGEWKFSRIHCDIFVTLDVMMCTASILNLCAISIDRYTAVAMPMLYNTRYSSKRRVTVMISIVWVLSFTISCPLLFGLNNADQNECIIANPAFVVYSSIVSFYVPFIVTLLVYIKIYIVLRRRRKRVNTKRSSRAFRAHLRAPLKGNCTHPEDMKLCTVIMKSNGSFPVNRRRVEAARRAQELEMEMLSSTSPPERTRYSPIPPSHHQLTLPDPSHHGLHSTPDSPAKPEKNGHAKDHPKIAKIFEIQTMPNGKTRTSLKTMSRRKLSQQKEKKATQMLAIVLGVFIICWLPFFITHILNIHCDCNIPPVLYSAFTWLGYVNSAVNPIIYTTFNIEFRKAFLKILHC
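Antagonism is scored as inhibition of an EC80 dopamine-evoked calcium signal in a force-coupled, tetracycline-inducible HEK293 T-REx D2 line, with compound present 180 s before agonist.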
D2 ag: activates the human D2 dopamine receptor. P14416. HEK293 T-REx D2 cells, calcium flux agonist mode. activation, % at 2 µM. actives 0.53% (n = 340,000). AID 485358;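 active = activation over 3 SD above normal in the single-dose calcium agonist read, cut at about 30% in these data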; also: 0% is about no effect
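Agonism scored from kinetic calcium signal (1 read/sec, 180 s) following compound pin transfer, after a 10 s baseline. Cells: HEK293 Trex line expressing inducible D2 receptor coupled to calcium, dye-loaded after overnight culture at 30 C.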
D1 ag: activates the human D1 dopamine receptor; HEK293 T-REx D1 cells, calcium flux, agonist mode; P21728; activation, % at 2 µM; actives 1% (n = 360,000); also: 0% is about no effect
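Inducible HEK293 T-REx D1 cells, force-coupled to calcium signalling, were plated at 4000 cells/well with tetracycline and held overnight at 30 C. After no-wash calcium dye loading, compound-evoked calcium rise over 180 s flagged agonists.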
RXFP1 antag: antagonists of human relaxin receptor RXFP1. Q9HBX9. HEK293-RXFP1, relaxin-stimulated cAMP HTRF, 30 min; active compounds read low. actives 0.59% (n = 350,000). activity change, negative = inhibition, % at 57.5 µM. AID 1259400;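 active = activity change of -60% or lower, but not beyond a set lower limit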; also: % is scaled to controls: 0 for no effect and ±100 for the full control effect
TRHR ag: TRH receptor (human) agonism. activation, % at 2 µM. AID 493084. actives 0.18% (n = 360,000). TRHR cells, calcium flux fluo-8, FDSS agonist mode. P34981; also: 0% is about no effect
Target sequence (P34981 whole entry, looked up): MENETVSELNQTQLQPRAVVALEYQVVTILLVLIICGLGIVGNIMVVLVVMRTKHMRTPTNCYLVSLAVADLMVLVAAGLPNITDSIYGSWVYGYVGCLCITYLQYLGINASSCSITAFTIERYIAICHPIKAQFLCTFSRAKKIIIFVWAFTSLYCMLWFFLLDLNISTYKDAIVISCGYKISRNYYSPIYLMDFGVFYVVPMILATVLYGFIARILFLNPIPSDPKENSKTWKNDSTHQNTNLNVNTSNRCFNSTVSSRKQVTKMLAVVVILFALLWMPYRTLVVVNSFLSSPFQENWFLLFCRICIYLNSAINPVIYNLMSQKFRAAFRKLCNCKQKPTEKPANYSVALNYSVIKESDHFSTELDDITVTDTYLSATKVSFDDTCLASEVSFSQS
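In this calcium-flux screen, cells bearing human TRHR are dye-loaded with fluo-8, baselined for 10 cycles, then exposed to library compounds; positive kinetic calcium responses during the agonist phase mark hits, with TRH as control.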
D2 potentiator: positively modulates the human D2 dopamine receptor allosterically; P14416; actives 0.34% (n = 340,000); potentiation, % at 10 µM; HEK293 T-REx D2, calcium flux, EC20 dopamine potentiation;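 active = potentiation over 3 SD above the plate norm, cut at about 30% in these data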; also: 0% is about no effect
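Potentiation of an EC20 dopamine calcium response is measured in a force-coupled, tetracycline-inducible Hek293 Trex D2 line. Compound-only kinetic reads over 180 s flag agonists before dopamine addition.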
TRHR PAM: allosterically enhances the human TRH receptor; TRHR cells, fluo-8 calcium fluorescence, EC20 TRH enhancement; actives 0.66% (n = 360,000); P34981; enhancement, % at 2 µM; AID 493056; in the data active = enhancement above about 30%; also: 0% is about no effect
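Enhancer read-out: after compound pinning and an initial kinetic agonist-mode read, an EC20 of TRH (10 nM final) was injected and fluo-8 calcium signal (Ex 480/Em 530) followed at 1 s/cycle for 100 cycles in TRHR-expressing cells.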
D1 potentiator: human D1 dopamine receptor positive modulation; HEK293 TREx D1 cells, calcium flux, dopamine EC20 potentiation; potentiation, % at 10 µM; actives 0.036% (n = 360,000); AID 504651; in the data active = potentiation above about 30%; also: 0% is about no effect
The depositor's hits bear a star; nt = not tested or not shown. Rule as the data show it, unless noted: active = activation above about 30%; inactive = the rest.

1: COC(=O)c1ccc(CN2CCc3ccc(NC(=O)c4ccncc4)cc3C2)cc1
2: COc1ccc(C)cc1S(=O)(=O)N1CCCC(C(=O)N2CCN(c3ccccc3)CC2)C1 (stereo not drawn)
3: CCOC(=O)C(NC(C)=O)(NS(=O)(=O)c1ccccc1)C(F)(F)F (stereo not drawn)
4: CC(C)C(C)NC(=O)CN1C(=O)NC2(CCCc3ccccc32)C1=O (stereo not drawn)
5: Cc1cccc(NC(=O)c2cc([N+](=O)[O-])ccc2NCC2CCCO2)n1 (stereo not drawn)
6: O=C(NCc1cccnc1)NC(=O)c1ccc(Cl)cc1
7: Nc1ccc(-c2nc3cc(N)ccc3o2)cc1
8: COc1cc(CNCCCN2CCOCC2)ccc1OCC(=O)NC(C)(C)C

Compound | 1 | 2 | 3 | 4 | 5 | 6 | 7 | 8
D1 antag | -16 | -9 | 5 | -22 | 9 | 7 | -1 | 7
D2 antagonist | 35* | 5 | -14 | 4 | 5 | 6 | 4 | 1
D2 ag | 1.4 | 0.6 | 0.7 | 0.7 | -1.6 | 0.2 | 0.5 | 9.1
D1 ag | 16 | 2 | -1 | 4 | 1 | 10 | 0 | 2
RXFP1 antag | -10 | -21 | 5 | 2 | -4 | -2 | 19 | 9
TRHR ag | -0.8 | -0.2 | -0.1 | 0.0 | -1.0 | 0.2 | -0.1 | 1.4
D2 potentiator | -13 | 5 | 12 | -4 | -4 | -1 | -5 | 2
TRHR PAM | -4 | 0 | 3 | 2 | -6 | 2 | 12 | -4
D1 potentiator | -12 | 0 | 0 | -1 | 2 | -2 | -4 | -6

9: COc1ccc(-c2cc(=O)c(C(=O)c3ccc(C)cc3)n[nH]2)cc1
10: c1ccc(CCc2nn3c(Cc4ccccc4)nnc3s2)cc1
11: Cc1ccc(-c2nnc(Nc3ccc4c(c3)OCO4)c3ccccc23)cc1S(=O)(=O)NC(C)C
12: CCCn1c(C(C)Nc2nc(-c3ccc(C)cc3)cs2)nc2cc(Cl)c(N3CCCCC3)cc21 (stereo not drawn)
13: COc1ccc(OC)c(NC(=O)c2cc(S(=O)(=O)N(C)C)ccc2N2CCCC2)c1
14: COc1ccccc1NC(=O)CSc1nc2ccccc2c(=O)n1CCNC(C)=O
15: O=C(O)c1ccc(Nc2cccc(F)c2)c([N+](=O)[O-])c1
16: NNC(=O)c1cc2ccccc2cc1NS(=O)(=O)c1ccccc1

Compound | 9 | 10 | 11 | 12 | 13 | 14 | 15 | 16
D1 antag | 3 | -17 | -6 | 9 | 8 | 7 | -5 | -9
D2 antagonist | 5 | -7 | nt | 14 | 3 | 5 | 2 | -3
D2 ag | -1.5 | -2.7 | nt | 0.5 | -0.5 | -1.6 | -0.2 | 1.0
D1 ag | 3 | 0 | 2 | 3 | 1 | 1 | 2 | 2
RXFP1 antag | -2 | 9 | -2 | nt | -9 | 1 | -3 | -32
TRHR ag | -0.4 | 0.3 | 0.5 | -0.4 | -1.9 | 0.2 | 0.1 | 0.3
D2 potentiator | 3 | -1 | nt | 9 | -7 | -3 | 4 | 2
TRHR PAM | 7 | 1 | 8 | 4 | 5 | -1 | -1 | -1
D1 potentiator | -3 | -5 | -4 | -3 | 3 | -3 | -2 | -5

17: C=CC[n+]1c(C)csc1Nc1cccc(Br)c1
18: Cc1cc(NC(=O)C(C)SCC(=O)Nc2ccc(Br)cc2Br)no1 (stereo not drawn)
19: CC1(C)CC(NC(=O)COc2ccc3ccccc3c2)CC(C)(C)N1
20: Cc1c(Nc2nc3ccccc3nc2NS(=O)(=O)c2cccc(Cl)c2)c(=O)n(-c2ccccc2)n1C
21: COc1ccc(-c2csc3ncnc(N4CCN(Cc5ccccc5)CC4)c23)cc1
22: CC(C)C[C@H](NC(=O)c1[nH]cnc1C(=O)N[C@@H](Cc1ccccc1)C(=O)OCc1ccccc1)C(=O)OCc1ccccc1
23: Cc1cccc(N(CC(=O)NCCSc2ccc(Cl)cc2)S(C)(=O)=O)c1C
24: COc1ccc(-c2c(NC(=O)c3ccco3)n(-c3ccccc3)nc(C)c2=O)cc1

Compound | 17 | 18 | 19 | 20 | 21 | 22 | 23 | 24
D1 antag | 10 | -12 | 7 | 31 | 2 | 3 | -6 | 22
D2 antagonist | 2 | 10 | 9 | 3 | -13 | -22 | nt | -9
D2 ag | 1.1 | 1.1 | 0.1 | 2.4 | -0.4 | -0.3 | -0.7 | 0.0
D1 ag | 3 | 1 | 3 | 7 | 8 | 17 | 2 | 4
RXFP1 antag | -1 | -21 | -2 | -5 | -5 | nt | nt | 16
TRHR ag | -0.7 | -1.0 | -0.1 | 0.0 | -0.3 | 3.7 | -0.1 | 0.4
D2 potentiator | -2 | -9 | -6 | 1 | 8 | -1 | 7 | 2
TRHR PAM | -9 | -7 | 0 | -10 | -1 | -4 | -7 | -1
D1 potentiator | -7 | -5 | -2 | -3 | 12 | 0 | -2 | 2

25: CCN(CC)S(=O)(=O)c1ccc(NC(=O)COC(=O)CNC(=O)C2CCCCC2)cc1
26: CCOc1ccc(S(=O)(=O)N(CC(=O)Nc2ccc3c(c2)OCO3)c2ccc(C)cc2)cc1
27: CCOc1cc(C#N)ccc1OCC(=O)N1CCc2ccccc2C1
28: CCCCC(NC(=O)COc1cc2c(c3oc(=O)cc(C)c13)CCC(C)(C)O2)C(=O)O (stereo not drawn)
29: CO/N=C\C(=N\Nc1ccc(OC)cc1)C(=O)c1ccccc1
30: C(#CC1CCCC1)c1ccc2c(c1)COc1c3ccccc3nn1-2
31: CCS(=O)(=O)NCC(c1cccnc1)N1CCN(c2ccc(OC)cc2)CC1 (stereo not drawn)
32: Cc1ccc(SCC(=O)Nc2cccc(-c3nc4cc(Cl)ccc4o3)c2C)cc1

Compound | 25 | 26 | 27 | 28 | 29 | 30 | 31 | 32
D1 antag | -7 | -16 | 9 | -4 | -2 | -8 | 8 | -18
D2 antagonist | -7 | nt | 8 | -11 | -1 | 11 | -8 | nt
D2 ag | 0.4 | 0.4 | nt | -1.8 | 0.1 | -0.2 | -0.1 | 2.6
D1 ag | 2 | 9 | -4 | 0 | 2 | 4 | 1 | 16
RXFP1 antag | -10 | -14 | -1 | 0 | -5 | nt | 0 | -6
TRHR ag | 0.4 | 0.4 | -0.1 | 0.1 | -0.5 | 0.6 | 0.1 | 0.0
D2 potentiator | 2 | -2 | nt | 0 | 0 | 5 | -1 | -2
TRHR PAM | 4 | 4 | -2 | 1 | -6 | 0 | 2 | 5
D1 potentiator | 1 | -2 | 0 | -10 | -6 | 2 | -1 | 19

33: COc1ccc(C(=O)N/N=C(\C)CC(=O)Nc2ccccn2)cc1OC
34: Cn1ccnc1C(=O)c1ccc(S(=O)(=O)N2CCCC2)cc1
35: COc1ccc(/C=N/NC(=O)c2cc3c(ccc4ccccc43)o2)cc1OC
36: COc1cc2cc(C(=O)N(C)Cc3ccccc3)[nH]c2cc1OC
37: Cc1ccc(S(=O)(=O)N2CCCCC2)cc1C(=O)OCC(=O)NC(=O)NC12CC3CC(CC(C3)C1)C2
38: CCOC1(OCC)C(c2ccc(N)cc2)C(C#N)(C#N)C1(OCC)OCC (stereo not drawn)
39: O=C(N=Nc1ccc(NOC(=O)c2ccccc2Br)cc1)c1ccccc1O
40: Cc1cccc(OCCNC(=O)c2ccc(Cl)c(S(=O)(=O)NCc3cccnc3)c2)c1

Compound | 33 | 34 | 35 | 36 | 37 | 38 | 39 | 40
D1 antag | 0 | 15 | -15 | 6 | -15 | -5 | 13 | 9
D2 antagonist | 14 | -10 | -3 | 9 | 0 | 20 | 3 | 9
D2 ag | 0.4 | -0.2 | -0.3 | -0.3 | -0.8 | -0.2 | 0.1 | -2.9
D1 ag | 4 | 2 | 1 | 1 | 3 | 1 | 0 | 2
RXFP1 antag | -6 | -10 | 4 | -6 | -21 | -8 | nt | 0
TRHR ag | 0.1 | -0.2 | -0.5 | -0.4 | 0.2 | -0.1 | -1.0 | -0.2
D2 potentiator | -1 | 0 | -6 | 5 | 8 | -6 | 3 | -4
TRHR PAM | 2 | -1 | -4 | -2 | -1 | -10 | -5 | 2
D1 potentiator | -5 | -1 | -6 | 2 | -4 | -11 | -6 | nt

41: Cc1cc(C)cc(NC(=O)C(=O)NCC(c2cccnc2)N2CCN(c3ccccc3)CC2)c1 (stereo not drawn)
42: COc1cccc(-c2nc(CS(=O)CC(=O)NC(C)CCc3ccccc3)c(C)o2)c1 (stereo not drawn)
43: Cc1cc(C)n(CC(=O)NNC(=O)c2cccc(C(F)(F)F)c2)n1
44: CN(C)C(=O)c1ccc(NC(=O)c2cccc(S(=O)(=O)N3CCCCCC3)c2)cc1
45: OC(CN1C2=NCCN2c2ccccc21)c1ccccc1 (stereo not drawn)
46: Cc1cc(C)n2cc(CSc3nnc(SCc4cn5c(C)cc(C)nc5n4)s3)nc2n1
47: Cc1ccc(S(=O)(=O)CCC(=O)Nc2nc(-c3cccnc3)cs2)cc1
48: O=[N+]([O-])c1ccc(C(O)CN=Cc2ccc(O)cc2O)cc1 (stereo not drawn)
49: CC1=CC2=NC(=O)/C(=C\c3cccn3CCOc3ccccc3)C(=N)N2O1
50: O=C(NC1CCCN(Cc2ccc(Cl)cc2)C1)c1ccccc1-c1ncc[nH]1 (stereo not drawn)
51: O=c1[nH]c2cc(Br)ccc2n2cccc12

Compound | 41 | 42 | 43 | 44 | 45 | 46 | 47 | 48 | 49 | 50 | 51
D1 antag | 6 | 23 | -2 | -5 | 5 | nt | 2 | -2 | -21 | 5 | 18
D2 antagonist | nt | 7 | -11 | -2 | 1 | -10 | 14 | 18 | 2 | 7 | nt
D2 ag | 0.5 | 3.6 | 0.2 | 0.1 | -0.6 | 0.5 | 0.2 | -0.3 | -0.4 | 0.4 | -0.3
D1 ag | 4 | 1 | 1 | 3 | 1 | -1 | 1 | 1 | 7 | 0 | 0
RXFP1 antag | -20 | 15 | -1 | -9 | 0 | nt | -4 | -24 | 6 | -4 | -19
TRHR ag | 0.2 | 0.6 | 0.4 | 0.1 | 0.1 | -0.2 | 0.5 | -0.3 | -0.1 | 0.5 | -0.9
D2 potentiator | 9 | 12 | -4 | 5 | -9 | -7 | 1 | -4 | -10 | -6 | nt
TRHR PAM | 1 | -6 | 14 | 3 | 0 | 4 | 7 | -8 | -3 | -6 | 0
D1 potentiator | -2 | 3 | 0 | -3 | -1 | -3 | -2 | 12 | -4 | 0 | -2
